High-throughput results as filed in PubChem BioAssay.
AmpC det inh = Promiscuous and Specific Inhibitors of AmpC Beta-Lactamase (assay with detergent). P00811. purified AmpC, nitrocefin hydrolysis with detergent. Potency, µM (highest dose often 28.7 µM), inactives show at the highest dose activity change, negative = inhibition. hit rate 0.09% among 71,000. AID 584, 2007; active means well fitted curve in the direction sought with a large enough effect
Target sequence (P00811 whole entry, looked up): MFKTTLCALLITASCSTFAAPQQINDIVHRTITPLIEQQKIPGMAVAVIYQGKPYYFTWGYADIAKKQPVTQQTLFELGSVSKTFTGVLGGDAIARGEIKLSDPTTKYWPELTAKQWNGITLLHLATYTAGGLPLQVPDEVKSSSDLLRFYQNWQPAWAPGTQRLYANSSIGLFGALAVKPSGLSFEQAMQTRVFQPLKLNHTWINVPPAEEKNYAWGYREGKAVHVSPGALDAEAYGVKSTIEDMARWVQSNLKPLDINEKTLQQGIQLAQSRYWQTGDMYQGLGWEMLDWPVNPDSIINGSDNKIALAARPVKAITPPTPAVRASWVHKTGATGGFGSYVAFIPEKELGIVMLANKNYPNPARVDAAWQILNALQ
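E. coli AmpC (5.3 nM) in 20 mM phosphate pH 7.0 with 0.01% Triton X-100, preincubated 15 min RT with compound; nitrocefin (2 uL of 800 uM stock) hydrolysis followed by 480 nm absorbance every 20 s over 4 min.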
Numbers without * were called inactive; [ ] = dose if it differs, or a comment. On the % scale 0 is the no-effect control and ±100 the full control effect; potency means the concentration at half of the fitted maximal effect. The list is partial; count on the stated rates, not on these rows.

SMILES	AmpC det inh
COc1cccc(Cn2c(=O)c(-c3cccc(F)c3)nc3cncnc32)c1	5.0%
CC1NC2(C(=O)N(Cc3ccccc3)c3ccccc32)C2C(=O)N(c3ccccc3)C(=O)C12 (stereo not drawn)	6.1%
Cc1cc(NC(=O)c2cc(-c3ccccn3)nc3ccccc23)no1	-5.5%
Cc1ccc([C@@H]2C3COCC=C3C(C#N)=C(N)C2(C#N)C#N)o1 (stereo partly drawn)	-6.1%
CCCN(CCC)S(=O)(=O)c1ccc(C(=O)Nc2nnc(-c3cc(OC)cc(OC)c3)o2)cc1	6.9%
Cc1ccc(N2C(=O)c3ccc(N)cc3C2=O)cc1C	-4.0%
Brc1ccc(-c2ccccc2)cc1	-2.4%
CCC/C=C(\CCC)C(NS(=O)(=O)c1ccc(Cl)cc1)c1ccccc1 (stereo not drawn)	5.8%
c1cncc(CNC2=NCCC2)c1	0.0%
CCc1cc2c(=O)c(Oc3ccccc3F)c(C)oc2c(CN(C)C)c1O	8.4%
Cc1occc1C(=O)Nc1nnc(C(F)(F)F)s1	-1.6%
COc1ccc(OC)c(CNC(=O)C2CCCN(C(=O)N(C)C)C2)c1 (stereo not drawn)	-4.9%
CCn1cc(SCC(=O)Nc2cc(C)on2)c2ccccc21	9.8%
CCNCCCNCCCNCCCNCC	-3.3%
CC12CCC(C(=O)Nc3cccc(NC(=O)C45CCC(C)(C(=O)O4)C5(C)C)n3)(OC1=O)C2(C)C	-2.1%
COCC(C)NCc1ccccc1C (stereo not drawn)	-1.2%
CN1CCN(C(=O)c2ccc(N(Cc3ccccc3Cl)S(C)(=O)=O)cc2)CC1	-3.9%
COc1ccc(C2CCCN2C(=O)Nc2ccc(F)cc2)cc1OC (stereo not drawn)	6.2%
CN(C)c1ccc(CNC2CC(C)(C)NC(C)(C)C2)cc1	-0.9%
Cc1cccc(N=C2NC(=O)CS2)c1C	10.0%
O=C(NCc1ccco1)c1cc(-c2ccncc2)nc2ccccc12	-1.7%
O=Cc1ccc(C(=O)O)cc1	6.5%
CCCCC(c1nnnn1C1CCCC1)N1CCN(C2CCCCC2)CC1 (stereo not drawn)	-4.3%
CCC(CCC(=O)Nc1cccc(C(=O)O)c1)C(=O)O (stereo not drawn)	-7.8%
CCCCCCN(C(=O)CCCCCN1C(=O)NC(c2ccc(-c3ccccc3)cc2)C(C(=O)OCc2ccccc2)=C1C)C(C(=O)NCCCC)c1ccc(OCC(=O)OC)cc1 (stereo not drawn)	12.2%

An excerpt of these results, in markdown.
| structure | AmpC det inh |
| --- | --- |
| Cc1occc1C(=O)Nc1nnc(C(F)(F)F)s1 | -1.6% |
| CCc1cc2c(=O)c(Oc3ccccc3F)c(C)oc2c(CN(C)C)c1O | 8.4% |

Following part
SMILES	AmpC det inh
CCC(C(=O)N1CCN(c2cccc(Cl)c2)CC1)c1ccccc1 (stereo not drawn)	-2.9%
Cc1cc(N2CCN(C3CCCC3)CC2)n2ncc(-c3ccccc3)c2n1	-1.3%
O=C(NCc1ccco1)Nc1ccc(Br)cc1Cl	-7.9%
Cc1nc2cnc(N3CCN(C)CC3)nc2n(Cc2cccs2)c1=O	-5.0%
O=S1(=O)C=CC(Nc2cccc(Cl)c2)C1 (stereo not drawn)	-0.9%
CCn1cc(C(C)NC(=O)COc2ccc(Cl)cc2C)c(C)n1 (stereo not drawn)	-5.9%
O=C(Cn1cc2c(n1)CCCC2)NCCCN1CCN(C2CCCCC2)CC1	4.5%
CN1C(=O)c2cccc(N(C)C)c2C1=O	10.3%
CN(C)CCCNc1oc(-c2ccc(Cl)cc2)nc1C#N	-2.3%
O=C(O)C1CC=CCC1C(=O)NC12CC3CC(CC(C3)C1)C2 (stereo not drawn)	-3.3%
COc1ccc(NC(=O)c2ccccc2NC(=O)c2ccco2)c(OC)c1	-0.8%
Cn1c(=N)n(CC(=O)O)c2ccccc21	-1.2%
COc1ccccc1N1C(=O)CCC1(C#N)c1ccccc1 (stereo not drawn)	-3.3%
COC(=O)c1ccc(C2C(C#N)=C(N)Oc3cc(C)n(C)c(=O)c32)cc1 (stereo not drawn)	13.2%
CC(C)CCn1c(Sc2nc3ccccc3s2)nc2c1c(=O)[nH]c(=O)n2C	0.3%
CC1CCC(NC(=O)Cn2c(=O)[nH]c3ccsc3c2=O)CC1 (stereo not drawn)	-1.5%
O=C(N1CCOCC1)N1CCN(c2nc(-c3ccc(F)cc3)cs2)CC1	-5.7%
CC1(C)CC(C(CC(=O)O)c2ccccc2)CCO1 (stereo not drawn)	-3.7%
Cn1c(=O)c(C(=O)CSc2nncs2)c(N)n(Cc2ccccc2)c1=O	-1.1%
CCOC(=O)N1CCC(n2c(=S)[nH]c3cc(OCC)c(OCC)cc3c2=O)CC1	18.1%
Cc1c(C(=O)Nc2ccc3c(c2)OCCO3)sc2nc(-c3ccccc3)cn12	-7.5%
CC(NC(=O)c1cccs1)C(c1cccs1)N1CCOCC1 (stereo not drawn)	11.4%
CCOC(=O)c1cnc(SCC(=O)Nc2ccccc2N2CCOCC2)nc1N	-2.4%
O=C(O)CCCCCN1C(=O)CSC1=S	0.2%
Cc1c(CN2CCCCC2C)c(=O)n(-c2ccccc2)n1C (stereo not drawn)	-1.7%
SMILES	AmpC det inh
Cc1ccc(CNC(=O)c2oc3ccc(S(=O)(=O)N4CCC5(CC4)OCCO5)cc3c2C)cc1	-5.8%
CCOC(=O)N1CCC(N(CCCOC)C(=O)Nc2ccc(CC)cc2)CC1	-4.7%
CCCNS(=O)(=O)c1ccc(CCC(=O)N2CCOCC2)cc1	6.3%
Cc1cc(=O)[nH]c(SCC2COC3(CCCCC3)O2)n1 (stereo not drawn)	-2.5%
Cc1cc(C)nc(N(C#N)Cc2ccc(Br)cc2)n1	1.2%
Cc1ccc(C(=O)Nc2nccs2)cc1S(=O)(=O)N1CCCCC1	-3.3%
O=C(NCc1ccccc1)C1CC2CCCC(C1)C2=O (stereo not drawn)	-3.4%
CCCC(CCC(=O)NC1CCCCC1)C(=O)O (stereo not drawn)	-3.6%
CNC(=O)[C@H]1C[C@@H]1[C@H](NP(=O)(c1ccccc1)c1ccccc1)c1ccccc1	-2.9%
CN(CCCC(=O)NCc1ccco1)S(=O)(=O)c1ccccc1	-3.1%
CCN(CC)C(=O)CSc1nnc(-c2ccccc2)n1N	0.2%
O=C1CSC(c2nn(-c3ccccc3)cc2-c2cc3ccccc3oc2=O)N1Cc1ccco1 (stereo not drawn)	2.3%
CCOC(=O)Nc1ccc(S(=O)(=O)Nn2cnnc2)cc1	6.7%
O=C1C2CCCN2C(c2ccc(Cl)cc2)N1c1nccs1 (stereo not drawn)	-0.9%
ClCc1ccccn1	8.5%
COCc1cc(C)nc(Nc2ccccc2C)c1C#N	-2.6%
c1ccc(C(c2ccccc2)N2CC[C@@]3(CCCNC3)C2)cc1	-0.7%
CSc1ccc(C=O)cc1	9.9%
O=C(CCCNS(=O)(=O)c1cccc2nsnc12)NC1CCCCC1	7.9%
COc1c(C(=O)N2CCCC2)ccc2ccccc12	9.4%
CCOC(=O)C1(O)CSc2nc3sc(C(=O)O)c(C)c3c(=O)n21 (stereo not drawn)	-3.2%
CCc1cc(C(=O)OC)c(NC(=O)c2cc(Br)cs2)s1	-0.5%
C/C(N)=C(/C#N)C(=O)CSc1ccc2c(c1)OCCO2	-3.8%
O=C(NCc1ccc2c(c1)OCO2)C1CCCN(S(=O)(=O)c2cccnc2)C1 (stereo not drawn)	12.2%
CCCC/C=C/C(NC(=O)Oc1cccc(C(F)(F)F)c1)c1ccccc1 (stereo not drawn)	1.4%

Molecules shown so far that have a CF3 group, in the order listed:
SMILES	AmpC det inh
Cc1occc1C(=O)Nc1nnc(C(F)(F)F)s1	-1.6%
CCCC/C=C/C(NC(=O)Oc1cccc(C(F)(F)F)c1)c1ccccc1 (stereo not drawn)	1.4%

Additional compounds follow:
SMILES	AmpC det inh
CCCC(=O)N(c1ccc2oc(=O)sc2c1)S(=O)(=O)c1ccccc1	1.0%
CCn1c(=N)n(CCO)c2ccccc21	-3.4%
CC(O)c1ccc2c(c1)OCCOCCN(C)CCOCCO2 (stereo not drawn)	-4.4%
COc1ccc2nc3sc(C(=O)N4CCN(C)CC4)cc3cc2c1	-2.6%
O=C(NCc1ccc2c(c1)OCO2)c1ccc(CS(=O)(=O)c2ccc(Br)cc2)o1	15.9%
CN(c1ccccc1)S(=O)(=O)c1ccc(C(=O)OCC(=O)N2CCOCC2)cc1	-1.8%
O=C1N(Cc2ccc3c(c2)OCO3)c2ccccc2C1(O)c1c[nH]c2ccccc12 (stereo not drawn)	1.6%
CCCS(=O)(=O)N1CCCC(C(=O)NC(C)c2ccc3c(c2)OCCO3)C1 (stereo not drawn)	-3.4%
Cc1ccc(OCc2nc(-c3ccccn3)no2)c(Br)c1	13.1%
Cc1c(-c2nc(N)nc(Nc3ccc(F)cc3)n2)oc2ccccc12	-2.7%
O=C(NCCCN1CCOCC1)C1CC(=O)N(CCc2ccccc2)C1 (stereo not drawn)	-1.6%
Cc1ccc(NC(=O)C2CCCN(S(=O)(=O)c3cnc[nH]3)C2)cc1F (stereo not drawn)	3.2%
Cc1cc2c(=O)n(C)c(SCC(=O)c3cc4ccccc4o3)nc2s1	-7.3%
O=C(NCCCn1ccnc1)c1noc2c1CCCC2	-0.7%
COc1cc(CN2C(=O)NC(=O)C3(Cc4cc(C)ccc4N(C)C3)C2=O)cc(OC)c1 (stereo not drawn)	-5.5%
O=C(COC(=O)Cc1cn2ccsc2n1)NCc1ccc2c(c1)OCO2	10.0%
CN1CCN(c2ccccc2NC(=O)Cc2cn(C)c3ccccc23)CC1	10.8%
O=C(NCCCN1CCOCC1)C(C(=O)c1ccccc1)n1ccccc1=O (stereo not drawn)	-3.3%
CCC(C)(C)n1nnnc1C(c1ccc(O)c(OC)c1)N1CCN(c2nc3ccccc3s2)CC1 (stereo not drawn)	-3.5%
Cn1cccc1C(=O)NC(=O)CSc1nc2ccccc2s1	7.4%
CN(C)Cc1nc2ccccc2c(=O)n1Cc1nc(C(C)(C)C)cs1	1.2%
Cn1c(C(=O)OC(C(=O)NC2CCCC2)c2ccncc2)cc2sccc21 (stereo not drawn)	9.6%
CCC1(C)C2(C#N)C(N)=NC(OC)(OC)C12C#N (stereo not drawn)	-1.8%
O=C(Nc1ccc2nn(-c3ccccc3)nc2c1)c1ccc(Br)o1	-1.6%
COc1ccccc1-n1nc(C(=O)Nc2ccc3c(c2)OCO3)c2ccccc2c1=O	3.1%
SMILES	AmpC det inh
CCS(=O)(=O)N1Cc2ccccc2CC1C(=O)Nc1nc2ccccc2[nH]1 (stereo not drawn)	-3.8%
CCOC(=O)CSc1nc(-c2ccc(OC)cc2)ns1	-0.2%
COCc1nnc(NC(=O)CCc2ccccc2)s1	18.2%
COc1cccc(C2CC(c3ccccc3)Nc3nc(N)nn32)c1 (stereo not drawn)	9.4%
O=C(O)[C@H](Cc1ccccc1)N1C(=O)c2ccccc2C1=O	-1.2%[5.75 µM]
O=C(Nc1ccccc1N1CCCCC1)c1cccs1	-3.6%
Nc1ccccc1SCc1cn2cccnc2n1	11.7%

Structures above containing a halogen:
SMILES	AmpC det inh
COc1cccc(Cn2c(=O)c(-c3cccc(F)c3)nc3cncnc32)c1	5.0%
Brc1ccc(-c2ccccc2)cc1	-2.4%
CCC/C=C(\CCC)C(NS(=O)(=O)c1ccc(Cl)cc1)c1ccccc1 (stereo not drawn)	5.8%
CCc1cc2c(=O)c(Oc3ccccc3F)c(C)oc2c(CN(C)C)c1O	8.4%
Cc1occc1C(=O)Nc1nnc(C(F)(F)F)s1	-1.6%
CN1CCN(C(=O)c2ccc(N(Cc3ccccc3Cl)S(C)(=O)=O)cc2)CC1	-3.9%
COc1ccc(C2CCCN2C(=O)Nc2ccc(F)cc2)cc1OC (stereo not drawn)	6.2%
CCC(C(=O)N1CCN(c2cccc(Cl)c2)CC1)c1ccccc1 (stereo not drawn)	-2.9%
O=C(NCc1ccco1)Nc1ccc(Br)cc1Cl	-7.9%
O=S1(=O)C=CC(Nc2cccc(Cl)c2)C1 (stereo not drawn)	-0.9%
CCn1cc(C(C)NC(=O)COc2ccc(Cl)cc2C)c(C)n1 (stereo not drawn)	-5.9%
CN(C)CCCNc1oc(-c2ccc(Cl)cc2)nc1C#N	-2.3%
O=C(N1CCOCC1)N1CCN(c2nc(-c3ccc(F)cc3)cs2)CC1	-5.7%
Cc1cc(C)nc(N(C#N)Cc2ccc(Br)cc2)n1	1.2%
O=C1C2CCCN2C(c2ccc(Cl)cc2)N1c1nccs1 (stereo not drawn)	-0.9%
ClCc1ccccn1	8.5%
CCc1cc(C(=O)OC)c(NC(=O)c2cc(Br)cs2)s1	-0.5%
CCCC/C=C/C(NC(=O)Oc1cccc(C(F)(F)F)c1)c1ccccc1 (stereo not drawn)	1.4%
O=C(NCc1ccc2c(c1)OCO2)c1ccc(CS(=O)(=O)c2ccc(Br)cc2)o1	15.9%
Cc1ccc(OCc2nc(-c3ccccn3)no2)c(Br)c1	13.1%
Cc1c(-c2nc(N)nc(Nc3ccc(F)cc3)n2)oc2ccccc12	-2.7%
Cc1ccc(NC(=O)C2CCCN(S(=O)(=O)c3cnc[nH]3)C2)cc1F (stereo not drawn)	3.2%
O=C(Nc1ccc2nn(-c3ccccc3)nc2c1)c1ccc(Br)o1	-1.6%
